From PubChem BioAssay
GPR35 arrestin U2OS: inhibition of zaprinast-stimulated GPR35 beta-arrestin translocation – imaging, U2OS, beta-arrestin-GFP, zaprinast agonist, primary screen (AID 2058); one-dose inhibition, % at 10 µM; IC50 in µM for titrated hits; actives 0.052% (n = 290,000); U2OS GPR35 beta-arrestin-GFP translocation imaging, zaprinast antagonism; higher % means a stronger effect;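 active = inhibition of at least 50% with at least 30 cells and total cytoplasm GFP at most 10,000,000; inconclusive = under 30 cells or total GFP of 10,000,000 plus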
AID2073: inhibitors of Mint1-CaV2.2 protein interaction, biochemical, HTRF (AID 2073) | HTRF protein-protein interaction, Mint1-CaV2.2; higher % means a stronger effect | actives 0.19% (n = 290,000) | one-dose inhibition, % at 20 µM; IC50 in µM for titrated hits; in the data active = inhibition mostly above about 51%, no sharp cut-off; inconclusive = no clear call, values can overlap the other calls; inactive = mostly below about 53%; also: some results filed as inactive read as strong as hits
WT yeast gro inh: growth inhibition of WT yeast, mitochondrial fusion screen. mitochondrial fusion phenotypic screen, WT strain. inhibition, % at 10 µM. actives 2.1% (n = 190,000); in the data active = inhibition above about 58%; tested in S. cerevisiae
LYP inhibition: PTPN22 lymphoid phosphatase activity blockers – biochemical, fluorescence intensity, uHTS (AID 1779). recombinant LYP phosphatase, fluorescence intensity; higher % means a stronger effect. one-dose inhibition, % at 11.5 µM; IC50 in µM for titrated hits. actives 0.054% (n = 290,000); in the data active = inhibition above about 50%;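 also: plate controls were vehicle with enzyme for no effect and no enzyme for full effect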
NTR1 agonist: agonists of NTR1, primary screen, imaging, U2OS cells, beta-arrestin-GFP, high content (AID 493036); P30989; NTR1-U2OS beta-arrestin-GFP spot imaging, agonist mode; activation, % at 20 µM; actives 0.17% (n = 330,000);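 active = activation at or above 40% of the spot to cytoplasm intensity ratio, with at least 20 cells analyzed; inconclusive = wells under 20 cells, flagged as cytotoxic or low count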;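 also: 0% = DMSO without peptide and 100% = 100 nM NTR1 peptide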
Target sequence (P30989 whole entry, looked up): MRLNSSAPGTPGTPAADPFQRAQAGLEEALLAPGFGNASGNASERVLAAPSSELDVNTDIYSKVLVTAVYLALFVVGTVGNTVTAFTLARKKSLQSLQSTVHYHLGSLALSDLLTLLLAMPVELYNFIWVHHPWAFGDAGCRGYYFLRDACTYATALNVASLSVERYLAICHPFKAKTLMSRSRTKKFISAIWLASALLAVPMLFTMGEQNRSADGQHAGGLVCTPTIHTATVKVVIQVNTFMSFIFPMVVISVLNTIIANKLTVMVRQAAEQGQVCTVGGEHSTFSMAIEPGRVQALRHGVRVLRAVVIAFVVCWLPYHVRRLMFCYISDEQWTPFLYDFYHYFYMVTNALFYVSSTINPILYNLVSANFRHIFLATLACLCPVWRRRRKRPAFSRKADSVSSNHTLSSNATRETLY
RSV antiviral HEp-2: inhibition of RSV-induced cytopathic effect – HEp-2 cells, primary 10 µM value included (AID 2391) | HEp-2 cells, RSV-induced CPE inhibition; higher % means a stronger effect | actives 0.13% (n = 310,000) | CPE inhibition, % at 10 µM; hits with a dose series show IC50 in µM; in the data active = a potency from the dose series; inconclusive = CPE inhibition mostly from about 23% at the one dose, without a potency; inactive = the rest, 99 in 100 with CPE inhibition below about 21%; also: strong numbers were not always called active
Autophagy HCS: alters autophagy in cells | MEF GFP-LC3 puncta imaging; test concentration mostly 10 µM | calls only at 10 µM (by protocol) | actives 0.98% (n = 190,000);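 active = percentage of spot-positive cells more than 3 SD above its plate mean, without a fluorescence outlier flag or 80% toxicity; inconclusive = no clear call, values can overlap the other calls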;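 also: spot-positive cell cutoff set from DMSO-treated cells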
NS5 inhibitors: flavivirus cap methylation enzyme inhibition – biochemical, confirmation dose response, primary screen (AID 588689); Dengue-2 NS5 methyltransferase capping enzyme assay, biochemical; higher % means a stronger effect; inhibition, % at 25 µM; hits with a dose series show IC50 in µM; actives 0.3% (n = 340,000); in the data active = a potency from the dose series; inconclusive = inhibition above about 29% without an active follow-up result
UTI89 phage lysis: inhibition of K1F phage lysis, E. coli UTI89, bacterial capsule biogenesis inhibitors, alamar blue (AID 488966); E. coli UTI89 K1F phage lysis, alamar blue, 2 h; higher % means a stronger effect; actives 0.02% (n = 340,000); one-dose inhibition, % at 100 µM; IC50 in µM for titrated hits;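 active = phage lysis inhibition, versus mean bacterial control, above a set limit; inconclusive = no clear call, values can overlap the other calls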;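 also: capsule biogenesis inhibitors block K1F phage lysis so surviving cells raise fluorescence; higher fluorescence means more inhibition of phage lysis; actives were called in the ten point dose series up to 300 µM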
WT yeast gro inh mutant strain: second read-out of WT yeast gro inh, no call of its own (marks repeat the call); inhibition, %; mitochondrial fusion phenotypic screen, mutant strain inhibition
Autophagy HCS cell loss 18 h: further read-out of Autophagy HCS, marked with its call; toxicity, %; measured here: cell loss, nuclei count;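 cell loss after 18 h compound exposure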
NTR1 agonist cell count 20 µM: recorded beside NTR1 agonist, whose call it bears; cell count; measured here: cell count, cytotoxicity flag
NS5 inhibitors pilot replicate: second read-out of NS5 inhibitors, no call of its own (marks repeat the call); inhibition, %; measured here: pilot screen replicate inhibition
* marks the source's active call; other numbers are inactive results; i = inactive; ? = inconclusive; / = no result given; [ ] = another dose, or the depositor's remark.

SMILES	GPR35 arrestin U2OS	AID2073	WT yeast gro inh	WT yeast gro inh mutant strain	LYP inhibition	NTR1 agonist	NTR1 agonist cell count 20 µM	RSV antiviral HEp-2	Autophagy HCS	Autophagy HCS cell loss 18 h	NS5 inhibitors	UTI89 phage lysis	others
Nc1ccccc1OCCOc1ccccc1N	1%	-1%	/	/	-11%	-0.2	97	-1.2%	/	/	-8%	1.2%
COc1cccc(CNC(=O)Cn2ccc3cc(S(=O)(=O)N4CCC(C)CC4)ccc32)c1	-6%	8%	/	/	-7%	1.5	56	1.2%	/	/	-5%	0.2%
COc1ccc2[nH]c(=O)c(CN(C(=O)c3ccco3)C3CCCCC3)cc2c1	-3%	7%	/	/	-3%	0.4	62	4.5%	i	-7	-4%	0.1%
CC1CN(S(=O)(=O)c2ccc(C(=O)Nc3ccc(S(=O)(=O)N4CCOCC4)cc3)cc2)CC(C)O1 (stereo not given)	3%	13%	/	/	-7%	1.4	58	13%	/	/	3%	-0.1%
CSC1=NCCN1C(=O)Cc1cccc2ccccc12	-11%	-13%	/	/	-6%	-1.3	44	2.7%	/	/	-2%	2.8%[50 µM]
Cc1ccc(-c2nc(-c3ccccn3)no2)cc1[N+](=O)[O-]	-13%	7%	/	/	-1%	0.6	42	2.5%	/	/	7%	-0.5%
CCOC(=O)c1c2c3c(cccc3[nH]c1=O)C(=O)c1ccccc1-2	-6%	15%	-15	15	0%	7.7	63	-1.5%	i	-1	1%	-1.1%
COc1ccc(S(=O)(=O)N2CCC(C(=O)NCCc3ccccc3)CC2)cc1OC	9%	2%	-4	1	-8%	0.2	92	0.1%	i	-6	2%	-0.4%
O=C(c1ccc(S(=O)(=O)Nc2ccccc2)cc1)N1CCC1	/	/	/	/	/	0.9	72	-1.1%	/	/	1%	1.6%[50 µM]
CCOC(=O)N1CCc2c(sc3nc(SC(C)C)n(N)c(=O)c23)C1	-3%	-4%	24	10	0%	6.7	79	6.7%	i	10	-2%	3.0%[50 µM]
Cc1csc(NC(=O)C2CCCN(S(=O)(=O)c3ccc(Br)s3)C2)n1 (stereo not given)	2%	-7%	20	17	4%	1.9	58	7.0%	i	-3	1%	-0.1%
Cc1ccc(NNS(=O)(=O)c2ccc(C)cc2)cc1	1%	-114%	-5	1	4%	-0.5	82	-0.3%	i	0	-2%	-0.8%
Cc1cc(=O)oc2cc(OCC(=O)NC3CCN(Cc4ccccc4)CC3)c(Cl)cc12	3%	4%	/	/	-10%	-1.2	60	-1.0%	/	/	-12%	-8.5%
O=C(NCCc1ccccc1)c1nc2c(nnn2Cc2ccccc2Cl)c(=O)[nH]1	-8%	2%	-16	6	1%	3.6	57	?	i	-3	0%	i
CCN(CC)S(=O)(=O)c1cccc(-c2nnc(SCCCC(=O)c3ccccc3)o2)c1	-3%	1%	-9	-17	0%	3.7	91	6.1%	i	10	-12%	-0.2%
O=[N+]([O-])c1ccc(N2CCN(S(=O)(=O)c3ccccc3)CC2)cc1NCc1cccnc1	12%	16%	9	9	9%	2.4	63	3.4%	i	20	2%	0.1%
CCOC(=O)c1c(C)[nH]c(C)c1C(=O)CSc1nc2ccccc2c(=O)n1-c1ccc(F)cc1	4%	6%	21	10	8%	18	60	9.6%	i	18	1%	1.7%
O=C(O)/C=C\C(=O)Nc1ccccc1C(=O)NC1CCCCC1	3%	21%	12	14	-3%	1.2	18	-0.3%	i	12	-4%	1.4%
O=C(C1c2ccccc2Oc2ccccc21)N1CCN(c2ccc(Cl)cc2)CC1	2%	10%	26	21	8%	5.3	64	2.9%	i	2	-7%	4.1%
Cc1ccc(S(=O)(=O)c2cc3ccccc3nc2N)cc1	-7%	15%	-16	5	-5%	0.1	49	2.2%	i	3	-3%	0.2%
CC(=O)N1c2ccc(Cl)cc2C2C=CCC2C1c1cccc2ccccc12 (stereo not given)	1%	2%	5	-9	-6%	/	/	5.2%	i	-11	-3%	7.4%
CC(=O)NCCOC(=O)Nc1cccnc1	6%	-4%	3	-9	-11%	1.4	53	1.5%	i	4	-3%	-0.4%
CCc1cccc(NC(=O)c2ccc(Cn3nc(C)cc3C)o2)c1	2%	4%	20	1	-5%	1.9	81	3.2%	i	3	-10%	-0.7%[50 µM]
CCN(CC(=O)Nc1ccc(NC(C)=O)cc1)C(=O)CCCN1C(=O)c2ccccc2C1=O	/	/	/	/	/	0.3	52	-1.3%	/	/	-1%	1.3%[50 µM]
Cc1cc(C)n(-c2cc(N3CCN(S(=O)(=O)c4ccc(Br)cc4)CC3)ccc2[N+](=O)[O-])n1	0%	6%	17	10	2%	4.3	63	13%	i	11	3%	0.7%

Next part; the last two above are carried over.
SMILES	GPR35 arrestin U2OS	AID2073	WT yeast gro inh	WT yeast gro inh mutant strain	LYP inhibition	NTR1 agonist	NTR1 agonist cell count 20 µM	RSV antiviral HEp-2	Autophagy HCS	Autophagy HCS cell loss 18 h	NS5 inhibitors	UTI89 phage lysis	others
CCN(CC(=O)Nc1ccc(NC(C)=O)cc1)C(=O)CCCN1C(=O)c2ccccc2C1=O	/	/	/	/	/	0.3	52	-1.3%	/	/	-1%	1.3%[50 µM]
Cc1cc(C)n(-c2cc(N3CCN(S(=O)(=O)c4ccc(Br)cc4)CC3)ccc2[N+](=O)[O-])n1	0%	6%	17	10	2%	4.3	63	13%	i	11	3%	0.7%
COc1ccc(CC(=O)Nc2c(C(=O)N3CCN(c4ccccc4OC)CC3)oc3ccccc23)cc1OC	15%	5%	/	/	-4%	-1.4	57	1.3%	/	/	-1%	0.0%
CCCc1ccc2c(N)c(C#N)sc2n1	-7%	5%	18	-18	-10%	0.0	55	4.0%	i	12	-3%	2.1%
Cc1cccc(NC(=S)NC(=O)c2ccc(-c3ccccc3)cc2)n1	11%	1%	/	/	-2%	10	48	9.3%	/	/	-10%	-0.5%
CCc1cc(=O)oc2cc(OCC=C(C)C)ccc12	13%	9%	48	14	1%	1.1	55	7.0%	i	44	-6%	5.2%
Cc1cc(C)n(CC(O)COc2ccccc2[N+](=O)[O-])n1 (stereo not given)	0%	28%	-5	8	-7%	-1.0	71	2.4%	i	2	0%	2.9%
CCN1CCC2(CC1)N=C(c1ccc(F)cc1)C(=S)N2C(=O)c1ccc(C(C)(C)C)cc1	15%	-17%	3	-6	10%	10	52	12%	i	1	-2%	5.3%
CCn1cnc2sc(C(=O)O)c(C)c2c1=O	6%	2%	-9	-1	0%	0.4	84	0.0%	i	-8	-2%	12%
CCOc1ccc(C(=O)N2CCC3(CC2)NCCc2[nH]cnc23)cc1OCC	15%	5%	/	/	-11%	1.5	58	1.8%	/	/	5%	0.5%
COC(=O)c1cc(NC(=O)c2ccc(C)cc2)c(=O)oc1C	-6%	9%	2	9	-4%	0.1	103	1.4%	i	-10	-6%	-1.8%
COc1cc(C2C3C(=O)N(c4ccccc4)C(=O)C3ON2c2ccccc2)ccc1O (stereo not given)	-10%	12%	-1	4	-6%	-1.2	97	0.1%	i	25	-5%	0.2%
C#CCOCCOCCOCCNc1nc(N2CCN(C(=O)Cn3cc(CCCCN)nn3)CC2)nc(N2CCN(C(=O)Cn3cc(CC(C)O)nn3)CC2)n1 (stereo not given)	2%	7%	-11	-9	1%	1.4	91	0.6%	i	-14	0%	1.9%
O=C(O)/C=C\C(=O)Nc1ccc(Oc2ccc(Br)cc2)cc1	2%	-4%	-12	-3	-3%	0.2	53	-0.5%	i	11	/	-0.2%
COc1ccccc1NC(=O)C1=C(C)Nc2nnnn2C1c1cc(Br)ccc1OC (stereo not given)	9%	-5%	9	23	-1%	4.2	73	0.1%	i	8	-4%	5.2%
COc1ccc(C(=O)Nc2ccc(S(=O)(=O)N3CCc4ccccc43)cc2)cc1	/	/	13	-2	/	4.5	96	12%	i	1	-9%	1.0%	NS5 inhibitors pilot replicate=-1.1
C=CCc1cc(OC)ccc1OCCN(C)Cc1ccccc1	1%	8%	28	17	-10%	0.0	69	-0.9%	i	15	0%	-0.1%
Cc1noc(C)c1S(=O)(=O)Nc1ccc(C(=O)NC2CCCCCC2)cc1	10%	1%	-29	-8	1%	0.3	92	4.1%	i	-11	4%	2.2%
CCOC(=O)c1c(C)[nH]c(C(=O)COC(=O)[C@H](C)NC(=O)c2ccccc2Cl)c1C	14%	7%	-27	-6	8%	-1.4	65	4.1%	i	-2	-2%	2.8%
CCN(CC(=O)NCc1ccc(F)cc1)C(=O)COc1ccc2ccccc2c1	-3%	2%	21	4	3%	2.2	63	1.6%	i	18	-1%	-0.1%
CCN(CC(=O)NCc1cccs1)C(=O)/C=C/c1cccc(Cl)c1Cl	/	/	/	/	/	1.1	66	1.9%	/	/	-8%	0.0%[50 µM]
COc1cc(CN2CCN(S(=O)(=O)c3ccccc3)CC2)cc(OC)c1OC	-4%	0%	/	/	-9%	0.2	56	0.0%	/	/	/	12%
O=C(CSc1nccn1Cc1ccco1)Nc1cccc(F)c1	-6%	6%	/	/	-2%	-0.4	65	1.0%	/	/	-4%	-0.9%[50 µM]
S=c1[nH]nc(-c2cccnc2)o1	-2%	4%	-19	0	-3%	22	93	-0.5%	i	-15	-11%	0.1%
COc1ccc(OCC(=O)Nc2nccs2)cc1	7%	-1%	-2	12	-12%	0.6	59	-0.1%	i	2	-1%	0.3%
COc1ccc(NC(=O)C(CCS(C)(=O)=O)N2C(=O)c3ccccc3C2=O)cc1 (stereo not given)	-11%	9%	-12	1	-7%	-2.2	92	-1.8%	i	-1	-3%	0.6%	NS5 inhibitors pilot replicate=2.7

In the list so far, 4 have a furan ring, fused or not.
SMILES	GPR35 arrestin U2OS	AID2073	WT yeast gro inh	WT yeast gro inh mutant strain	LYP inhibition	NTR1 agonist	NTR1 agonist cell count 20 µM	RSV antiviral HEp-2	Autophagy HCS	Autophagy HCS cell loss 18 h	NS5 inhibitors	UTI89 phage lysis	others
COc1ccc2[nH]c(=O)c(CN(C(=O)c3ccco3)C3CCCCC3)cc2c1	-3%	7%	/	/	-3%	0.4	62	4.5%	i	-7	-4%	0.1%
CCc1cccc(NC(=O)c2ccc(Cn3nc(C)cc3C)o2)c1	2%	4%	20	1	-5%	1.9	81	3.2%	i	3	-10%	-0.7%[50 µM]
COc1ccc(CC(=O)Nc2c(C(=O)N3CCN(c4ccccc4OC)CC3)oc3ccccc23)cc1OC	15%	5%	/	/	-4%	-1.4	57	1.3%	/	/	-1%	0.0%
O=C(CSc1nccn1Cc1ccco1)Nc1cccc(F)c1	-6%	6%	/	/	-2%	-0.4	65	1.0%	/	/	-4%	-0.9%[50 µM]
